# Screening data deposited in PubChem BioAssay by The Scripps Research Institute Molecular Screening Center.
# PME-1 inh: PME-1 (human) inhibition; Q9Y570; recombinant PME-1, FP-Rh probe fluorescence polarization; inhibition, % at 5.9 µM; 0.53% of 320,000 active;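 active = inhibition above the campaign mean of all compounds plus 3 SD, cut at about 26% in these data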;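 also: competitive labeling of PME-1 active site by serine hydrolase directed probe; 0% = PME-1 with DMSO and 100% = wells lacking PME-1 enzyme; inhibitors block probe labeling so polarization falls and inhibition rises; many of its hits are not listed in these tables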
# PAFAH2 FP inh: inhibitors of human PAFAH2; recombinant PAFAH2, FP-rhodamine activity probe, fluorescence polarization; inhibition, % at 3.39 µM; 0.99% of 340,000 active; AID 492956;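 active = inhibition above the mean over all tested compounds plus 3 SD, cut at about 30% in these data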;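 also: inhibitors block probe labeling of enzyme so polarization drops; 0% = enzyme with DMSO and 100% = wells lacking PAFAH2 protein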
# PAD4 inh: blocks human protein arginine deiminase 4; 0.41% of 330,000 active; inhibition, % at 6.36 µM; recombinant PAD4, RCA probe fluorescence polarization; Q9UM07;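 active = percent inhibition above a cutoff equal to the mean of all tested compounds plus 3 SD, cut at about 15% in these data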;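 also: 0% = PAD4 with RCA probe and DMSO and 100% = probe without PAD4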
# Fam108B inh: counter-screen for RBBP9 inhibitors: inhibitors of mouse Fam108B; inhibition, % at 9.51 µM; recombinant Fam108B, FP-Rh probe fluorescence polarization; 0.33% of 300,000 active;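 active = inhibition above the screen mean inhibition plus 3 SD, computed separately per campaign, cut at about 18% in these data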;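 also: inhibitors lower polarization as less probe binds the enzyme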
# GSTO1 counter: GSTO1 inhibition, counter-screen for RBBP9 inhibitors. recombinant GSTO1, activity-based probe fluorescence polarization. 1.1% of 300,000 active. P78417. inhibition, % at 5.96 µM. AID 1974;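 active = inhibition above the campaign mean inhibition plus 3 SD, cut at about 35% in these data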;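 also: 0% = GSTO1-1 with DMSO and 100% = wells lacking GSTO1-1 enzyme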
# Target sequence (P78417 whole entry, looked up): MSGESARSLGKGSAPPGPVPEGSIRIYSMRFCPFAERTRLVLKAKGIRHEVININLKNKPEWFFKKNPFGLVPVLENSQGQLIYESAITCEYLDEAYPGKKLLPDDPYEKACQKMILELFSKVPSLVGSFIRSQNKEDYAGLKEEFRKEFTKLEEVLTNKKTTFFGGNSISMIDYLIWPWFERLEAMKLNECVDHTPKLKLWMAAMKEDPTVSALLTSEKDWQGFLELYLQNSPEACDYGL
# pPAFAH FP inh: inhibitors of human plasma PAF acetylhydrolase (pPAFAH). Q13093. 1.5% of 330,000 active. recombinant pPAFAH, FP-rhodamine probe fluorescence polarization. inhibition, % at 3.39 µM;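 active = inhibition above the mean inhibition across the screen plus 3 SD, cut at about 25% in these data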;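 also: inhibitors block binding of the rhodamine activity-based probe so polarization drops; 0% = enzyme with DMSO and 100% = wells lacking pPAFAH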
# PAFAH1B3 inh: blocks human PAF acetylhydrolase 1B catalytic subunit 3. Q15102. AID 492972. recombinant PAFAH1B3, FP-rhodamine probe, fluorescence polarization. inhibition, % at 3.39 µM. 0.28% of 340,000 active;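 active = inhibition above the screen-wide average of all tested compounds plus 3 SD, cut at about 25% in these data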;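 also: 0% = enzyme with DMSO only and 100% = wells lacking PAFAH1B3 protein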
# Target sequence (Q15102 whole entry, looked up): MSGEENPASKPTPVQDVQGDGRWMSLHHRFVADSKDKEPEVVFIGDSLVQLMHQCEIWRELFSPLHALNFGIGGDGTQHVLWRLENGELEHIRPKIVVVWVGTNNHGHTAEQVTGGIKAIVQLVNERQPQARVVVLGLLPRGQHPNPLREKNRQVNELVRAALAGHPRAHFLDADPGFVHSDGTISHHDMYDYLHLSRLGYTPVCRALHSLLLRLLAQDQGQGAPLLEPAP
# PAFAH1B2 FP inh: PAFAH1B2 (human) inhibition | P68402 | recombinant PAFAH1B2, FP-rhodamine activity probe, fluorescence polarization | inhibition, % at 3.39 µM | 1.2% of 340,000 active | AID 492953;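 active = inhibition above the mean of all tested compounds plus 3 SD, cut at about 24% in these data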;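 also: 0% = enzyme with DMSO and 100% = wells lacking PAFAH1B2; many of its hits are not listed in these tables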
# Target sequence (P68402 whole entry, looked up): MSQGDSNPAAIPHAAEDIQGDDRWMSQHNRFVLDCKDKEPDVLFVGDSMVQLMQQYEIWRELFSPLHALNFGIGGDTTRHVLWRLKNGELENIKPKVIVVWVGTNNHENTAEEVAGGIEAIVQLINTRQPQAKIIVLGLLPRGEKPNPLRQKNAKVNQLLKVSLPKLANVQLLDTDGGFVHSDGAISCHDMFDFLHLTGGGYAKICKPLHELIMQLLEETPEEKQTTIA
# LYPLA1 counter: LYPLA1 (human) inhibition in PME1 counter-screen; O75608; recombinant LYPLA1, FP-Rh probe fluorescence polarization; inhibition, % at 5.9 µM; 0.16% of 320,000 active;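 active = inhibition above the mean of all tested compounds plus 3 SD, set per campaign, cut at about 14% in these data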;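 also: inhibitors block serine hydrolase probe labeling of LYPLA1 so polarization falls; 0% = enzyme with DMSO and 100% = wells lacking LYPLA1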
# Target sequence (O75608 whole entry, looked up): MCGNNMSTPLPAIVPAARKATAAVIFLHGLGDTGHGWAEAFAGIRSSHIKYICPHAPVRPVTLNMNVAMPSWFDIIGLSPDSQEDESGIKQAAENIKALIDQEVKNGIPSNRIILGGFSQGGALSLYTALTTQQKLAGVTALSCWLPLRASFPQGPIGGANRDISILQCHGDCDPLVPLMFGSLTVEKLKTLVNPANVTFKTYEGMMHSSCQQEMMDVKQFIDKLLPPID
# * = called active by the depositor; nt = no result given.
# Start of the data: the first 2 entries, to show the layout:
SMILES,PME-1 inh,PAFAH2 FP inh,PAD4 inh,Fam108B inh,GSTO1 counter,pPAFAH FP inh,PAFAH1B3 inh,PAFAH1B2 FP inh,LYPLA1 counter
O=C(COC(=O)c1ccc2ccccc2c1)NCCCc1ccccc1,3,28,-1,2,0,7,1,6,0
COc1ccccc1C(C)NC(=O)c1cc(=O)[nH]c2ccccc12 (centres undefined),0,-15,2,4,2,-5,-2,-4,2

# The whole of this part, from the first entry:
SMILES,PME-1 inh,PAFAH2 FP inh,PAD4 inh,Fam108B inh,GSTO1 counter,pPAFAH FP inh,PAFAH1B3 inh,PAFAH1B2 FP inh,LYPLA1 counter
O=C(COC(=O)c1ccc2ccccc2c1)NCCCc1ccccc1,3,28,-1,2,0,7,1,6,0
COc1ccccc1C(C)NC(=O)c1cc(=O)[nH]c2ccccc12 (centres undefined),0,-15,2,4,2,-5,-2,-4,2
Cc1cc(=O)oc2c3c4c(cc12)OCCN4CCC3,-1,-1,0,4,11,1,3,3,-1
Cc1cc(C)c2c(CC(=O)NN(C)C)coc2c1,2,3,-3,4,7,5,8,-1,-2
O=C(CSc1nc2ccccc2[nH]1)Nc1ccc(F)c(F)c1,-26,3,0,-2,-6,-9,-2,-4,-2
CCOC(=O)c1cnn(-c2ccccc2)c1NC(=O)c1ccccc1,0,-2,1,0,2,0,6,5,3
COc1c(CC=C(C)C)cc(C2CC(=O)c3c(O)cc(O)cc3O2)c(CC=C(C)C)c1O (centres undefined),-8,nt,1,-7,-5,12,nt,nt,-12
Cc1ccc(NC(=O)C2CC(=O)N(c3ccc4c5c(cccc35)CC4)C2)cc1 (centres undefined),-3,1,-1,-2,-3,11,3,-1,-4
Cc1ccc(-c2nsc(SCC(=O)NCC3CCCO3)n2)cc1 (centres undefined),5,0,2,2,0,7,1,3,5
CCOC(=S)SCC(=O)N1CCc2cc(OC)ccc2C1C1C(=O)CCCC1=O (centres undefined),1,-1,0,3,4,7,10,-5,-4
COc1ccc(C(CCN2CCCC(C)C2)c2c(OC)cc(OC)c3c2OC(=O)CC3c2cc(OC)c(OC)c(OC)c2)cc1 (centres undefined),-6,6,-1,2,4,-5,10,-6,-2
COCCCNc1ncnc2c1cnn2-c1ccc(C)cc1C,7,6,-3,1,3,3,5,4,-2
CC(=O)Nc1ccc(NC(=O)CSc2nnc(NC(=O)c3cccc(F)c3)s2)cc1,4,2,-2,2,-47,8,3,0,-4
COc1cc2oc(=O)cc(-c3ccc(-c4ccc(CO)cc4)cc3)c2c(OC)c1OC,nt,-2,3,nt,nt,6,2,0,nt
COc1ccc(NC(=S)NCc2ccc3c(c2)cc(C)n3C)cc1,6,7,-2,-3,4,2,6,-3,0
CN=c1scc(C)n1/N=C/c1ccc(O)c(O)c1O,-14,5,7,-2,74*,60*,8,-1,-4
Cn1ncc([N+](=O)[O-])c1C(=O)Nc1ccc(-c2ccccc2)cc1,-10,-6,-3,1,4,7,6,2,2
CCOC(=O)c1[nH]c(C)c(C(=O)NCc2ccc(OC)cc2)c1C,-7,-6,0,-1,3,5,13,-1,2
COc1ccccc1-c1cc(C(=O)N2CCN(S(=O)(=O)c3ccc(C)cc3)CC2)[nH]n1,4,6,-2,1,2,2,3,-3,0
COc1ccc(/C=N/n2c(=O)[nH]c3c([nH]c4ccc(Br)cc43)c2=O)cc1CN1CCOCC1,-6,-8,-1,-1,1,2,5,5,4

# Limited to LYPLA1 counter and PAFAH2 FP inh (five entries from above):
Compound | LYPLA1 counter | PAFAH2 FP inh
Cc1ccc(NC(=O)C2CC(=O)N(c3ccc4c5c(cccc35)CC4)C2)cc1 (centres undefined) | -4 | 1
Cc1ccc(-c2nsc(SCC(=O)NCC3CCCO3)n2)cc1 (centres undefined) | 5 | 0
CCOC(=S)SCC(=O)N1CCc2cc(OC)ccc2C1C1C(=O)CCCC1=O (centres undefined) | -4 | -1
COc1ccc(C(CCN2CCCC(C)C2)c2c(OC)cc(OC)c3c2OC(=O)CC3c2cc(OC)c(OC)c(OC)c2)cc1 (centres undefined) | -2 | 6
COCCCNc1ncnc2c1cnn2-c1ccc(C)cc1C | -2 | 6

# Continued.
SMILES,PME-1 inh,PAFAH2 FP inh,PAD4 inh,Fam108B inh,GSTO1 counter,pPAFAH FP inh,PAFAH1B3 inh,PAFAH1B2 FP inh,LYPLA1 counter
CCC(C)c1ccccc1N1CC(C(=O)Nc2ccc(C)c(S(=O)(=O)N3CCOCC3)c2)CC1=O (centres undefined),14,2,1,0,4,7,-5,3,0
O=CN1CCN(C(=O)c2ccccc2Cl)CC1,5,3,1,5,5,-3,3,4,-1
CNC(=S)N(CCc1c(C)[nH]c2ccc(C)cc12)Cc1ccco1,8,-6,0,7,7,21,0,-3,-1
CC(C)C(CCN1C(=O)c2ccccc2C1=O)c1ccco1 (centres undefined),3,1,-1,-3,-2,1,3,8,5
Fc1cccc(Cl)c1-c1nnc2ccc(N3CCOCC3)nn12,-4,4,-4,6,-1,11,-2,-1,0
Cc1cccc(N(C(=O)c2snc(C(N)=O)c2N)C(C(=O)NCc2ccccc2)c2ccncc2)c1 (centres undefined),3,18,6,0,12,6,3,1,3
Oc1ccc(Cl)cc1-c1cc(-c2ccccc2)n[nH]1,-21,-6,-3,-23,-8,-5,7,-3,-22
CCOc1cc(NC(=O)C2CCCCC2)c(OCC)cc1NC(=O)c1ccco1,-7,-3,-4,1,-5,-2,8,9,1
O=C(COC(=O)COc1ccc(Nc2ccccc2)cc1)NCc1ccco1,4,4,4,3,20,22,-1,4,3
Cc1ccc(NC(=O)c2ccc3c(=O)n4c(nc3c2)CCC4)cc1F,-4,2,1,nt,nt,1,-2,1,-7

# Reprinted from the part before: 2 compounds, followed by the next part.
SMILES,PME-1 inh,PAFAH2 FP inh,PAD4 inh,Fam108B inh,GSTO1 counter,pPAFAH FP inh,PAFAH1B3 inh,PAFAH1B2 FP inh,LYPLA1 counter
O=C(COC(=O)COc1ccc(Nc2ccccc2)cc1)NCc1ccco1,4,4,4,3,20,22,-1,4,3
Cc1ccc(NC(=O)c2ccc3c(=O)n4c(nc3c2)CCC4)cc1F,-4,2,1,nt,nt,1,-2,1,-7
Oc1c(Br)cc(Br)cc1/C=N/N1CCN(Cc2ccccc2)CC1,-5,-12,2,-5,-3,4,3,-1,-4
COC(=O)CCC(=O)NC(=S)Nc1cc(Cl)ccc1Cl,-2,6,-2,-1,-6,-1,1,-7,-4
O=C(NNc1cc(C(F)(F)F)ccc1Cl)c1ccc(=O)[nH]c1,-2,-6,-2,-2,2,-1,1,4,-5
CC1Cc2ccccc2N1C(=O)C(C)n1cc(C(F)(F)F)cc(Cl)c1=O (centres undefined),-1,-1,3,nt,nt,2,-6,1,1
O=C(NNC(=O)C(c1ccccc1)c1ccccc1)c1ccccn1,8,0,2,-2,14,4,-2,7,2
CCC(=O)c1ccc(OCC(O)CN(C)C2CCCCC2)cc1 (centres undefined),-6,-3,-1,5,13,3,4,-4,0
C/C(=N\NC(=O)c1c(-c2ccccc2Cl)noc1C)c1cccc(NC(=O)C(C)C)c1,3,13,-1,-2,0,4,3,2,0
COc1cc(/C=N/O)ccc1Oc1ccc([N+](=O)[O-])cc1[N+](=O)[O-],3,12,8,0,7,5,-8,3,-2
COC(=O)C1CCN(CC(=O)N(C)c2c(N)n(Cc3ccccc3)c(=O)[nH]c2=O)CC1,6,3,-4,nt,nt,-1,4,2,4
O=C1CN(S(=O)(=O)c2cccc(Br)c2)CCN1,nt,0,-4,nt,nt,-4,4,5,nt
COc1ccc2cc(C(=O)NCc3ccccc3)c(=O)oc2c1,-4,0,-1,-5,-3,-5,5,-2,0
C/C(CS(=O)(=O)c1ccc(Cl)cc1)=N/NC(N)=S,3,0,-3,-1,4,1,7,15,2
COc1cc(OC)cc(C(=O)NNC(=O)CCNS(=O)(=O)c2ccc(Br)cc2)c1,nt,7,0,nt,nt,-1,13,11,nt
O=C(CC1C(=O)NCCN1CC(c1ccccc1)c1ccccc1)NCCc1cn[nH]c1 (centres undefined),0,1,-1,-1,-4,7,6,2,6
O=Cc1cn(CCC(=O)O)nc1-c1cccc(Br)c1,5,2,-1,-2,3,6,9,2,1
O=C(CCn1c(=O)[nH]c2ccsc2c1=O)NCCc1ccc(Cl)cc1,-7,-10,-3,-2,-3,1,-3,14,-4
COc1cccc(-c2cc(C(=O)Nc3cc(C)on3)no2)c1,-2,0,3,1,-4,-5,12,2,-2
CCOc1ccc(S(=O)(=O)NN2Cc3ccccc3C2=N)cc1,-5,0,-2,-1,0,2,-4,5,3
CCN(CC)S(=O)(=O)N1CCN(S(=O)(=O)N2CCOCC2)CC1,5,4,-5,0,5,0,-4,1,1
Cc1cccc(C)c1NC(=O)/C(=C/c1ccco1)c1ccccc1,4,-3,-4,5,-2,-2,8,0,1

# Compound profiles (already shown).
# O=CN1CCN(C(=O)c2ccccc2Cl)CC1 is listed as PME-1 inh = 5; PAFAH2 FP inh = 3; PAD4 inh = 1; Fam108B inh = 5; GSTO1 counter = 5; pPAFAH FP inh = -3; PAFAH1B3 inh = 3; PAFAH1B2 FP inh = 4; LYPLA1 counter = -1
# COc1ccccc1-c1cc(C(=O)N2CCN(S(=O)(=O)c3ccc(C)cc3)CC2)[nH]n1 is listed as PME-1 inh = 4; PAFAH2 FP inh = 6; PAD4 inh = -2; Fam108B inh = 1; GSTO1 counter = 2; pPAFAH FP inh = 2; PAFAH1B3 inh = 3; PAFAH1B2 FP inh = -3; LYPLA1 counter = 0

# Next section
SMILES,PME-1 inh,PAFAH2 FP inh,PAD4 inh,Fam108B inh,GSTO1 counter,pPAFAH FP inh,PAFAH1B3 inh,PAFAH1B2 FP inh,LYPLA1 counter
COc1ccc(NC(=O)NNC(=O)COc2ccc3cc(Br)ccc3c2)c(OC)c1,-8,-2,3,-12,-3,-4,1,8,-3
CC(C(=O)NCc1ccccc1)N(Cc1ccccc1Cl)C(=O)c1snc(C(N)=O)c1N (centres undefined),3,4,-4,1,4,-1,-1,-1,-1
Cc1c(C2Nc3ccccc3NC3=C2C(=O)CC(C)(C)C3)cnn1C (centres undefined),1,-1,1,-2,6,1,1,5,2
CC(C)=CCN1CCN(Cc2cnc(C)s2)CC1CCO (centres undefined),0,3,-1,5,7,2,0,8,1
CCOc1ccc(S(=O)(=O)N(C)c2ccc(OCC(=O)NCCc3ccc(OC)cc3)cc2)cc1,2,0,-2,3,9,4,2,5,-2
C=CCn1c(SCC(=O)NC2(C#N)CCCCC2)nnc1-c1ccncc1,5,16,-2,1,9,3,9,2,2
O=C(c1cc(-c2ccc(Br)cc2)on1)N1CCCC1,-3,-15,-2,1,-2,1,7,2,-2
COc1ccc(C(C(=O)NC(C)(C)C)N(Cc2ccco2)C(=O)CCC(=O)Nc2ccccn2)cc1 (centres undefined),2,-8,2,3,0,2,10,-1,1
CC1=C(C(=O)N2CCOCC2)C(c2ccccc2F)C2=C(CCCC2=O)N1 (centres undefined),1,14,1,1,-4,0,3,6,1
Cc1ccccc1C(=O)N1N=C(c2cccc(NS(C)(=O)=O)c2)CC1c1cccs1 (centres undefined),-1,1,3,0,4,-5,1,4,4
Cc1ccc(OCC(=O)c2cc(C)n(C)c2C)c([N+](=O)[O-])n1,-3,4,-6,-3,-4,8,6,3,1
CCN1C(=C(C#N)C#N)C=Cc2cc(C)ccc21,-1,13,-7,-1,1,-6,8,2,-2

# This is a subset (hit frequency here may not be typical).
